Source: PubChem BioAssay (several laboratories)
KOR beta-arrestin-1: KOR antagonists, beta-arrestin recruitment, cell-based, luminescence, uHTS (AID 1778) | Kappa-type opioid receptor (Homo sapiens) | KOR beta-arrestin recruitment, luminescence, antagonist mode; higher % means a stronger effect | one-dose inhibition, % at 10 µM; IC50 in µM for titrated hits | 290,000 compounds, 0.091% hits; note: strong numbers were not always called active
SIAH1 antagonists: Siah-1 peptide-binding antagonists, primary screen, biochemical, fluorescence polarization, rhodamine-plectin, uHTS (AID 1817) | E3 ubiquitin-protein ligase SIAH1 (Homo sapiens) | Siah-1 / rhodamine-plectin peptide fluorescence polarization; higher % means a stronger effect | displacement, % at 20 µM; hits with a dose series show IC50 in µM | 290,000 compounds, 0.02% hits;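 active = displacement of at least 50% at 20 µM, with a fluorescence ratio check between 0.3 and a set limit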;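 note: plate controls were Siah plus tracer with DMSO for no effect and tracer alone without Siah for full effect; strong numbers were not always called active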
NOD1 inhibition: NOD1 signaling inhibitors, primary screen, cell-based, luminescence, uHTS (AID 1578) | NOD1-driven NF-kB luciferase reporter cells, luminescence; higher % means a stronger effect | inhibition, % at 4 µM; hits with a dose series show EC50 in µM | 290,000 compounds, 1% hits; in the data active = inhibition mostly above about 36%, no sharp cut-off; inactive = mostly below about 34%;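 note: HEK-293T reporter cells stimulated with the NOD1 agonist gamma-tri-DAP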
NOD2 inhibition: NOD2 signaling inhibitors, cell-based, luminescence, uHTS, HEK293 (AID 1566); HEK293 NOD2/NF-kB luciferase reporter, luminescence; higher % means a stronger effect; inhibition, % at 4 µM; hits with a dose series show EC50 in µM; 290,000 compounds, 0.63% hits; note: many of its hits are not listed in these tables
LYP phosphatase: inhibitors of LYP phosphatase, biochemical, fluorescence intensity, uHTS (AID 1779); Tyrosine-protein phosphatase non-receptor type 22 (Homo sapiens); recombinant LYP phosphatase, fluorescence intensity; higher % means a stronger effect; inhibition, % at 11.5 µM; hits with a dose series show IC50 in µM; 290,000 compounds, 0.054% hits;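 note: plate controls were vehicle with enzyme for no effect and no enzyme for full effect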
Salmonella PhoP GFP: inhibitors of PhoP regulon expression, primary screen, Salmonella Typhimurium, GFP reporter (AID 1863) | S. Typhimurium PhoP-regulated promoter GFP reporter, 4 h; higher % means a stronger effect | inhibition, % at 50 µM; hits with a dose series show IC50 in µM | 300,000 compounds, 0.16% hits;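 active = inhibition over 29.93%, a cutoff 3 SD above the screen mean, later confirmed by dose response; inconclusive = inhibition over 29.93% but no dose response follow-up; inactive = inhibition at most 29.93% or unconfirmed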;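 note: 0% = low Mg2+ inducing control and 100% = high Mg2+ repressing control; strong numbers were not always called active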
KOR beta-arrestin-2: KOR agonists, beta-arrestin recruitment, primary screen, cell-based, luminescence, uHTS (AID 1777); Kappa-type opioid receptor (Homo sapiens); KOR beta-arrestin recruitment, luminescence; higher % means a stronger effect; one-dose activation, % at 10 µM; EC50 in µM for titrated hits; 280,000 compounds, 0.02% hits; in the data active = activation above about 50%, passing the limit was not always enough; note: a part of the inactive calls stands beside numbers as strong as those of hits
HIV fusion peptide: inhibitors of HIV fusion peptide binding, primary screen, biochemical, uHTS, fluorescence dequenching (AID 1986); inhibition, % at 20 µM; hits with a dose series show IC50 in µM; cell-free peptide binding, fluorescence dequenching, 30 min; higher % means a stronger effect; 290,000 compounds, 0.3% hits; in the data active = inhibition mostly above about 52%, no sharp cut-off; inactive = mostly below about 76%; note: some results filed as inactive read as strong as hits
Myeloid diff MLP: induction of myeloid progenitor differentiation, primary screen, cell-based, flow cytometry, MLPCN library. ER-HoxA9 myeloid progenitors, lysozyme-GFP differentiation. AID 624256, 2012. calls only at 10 µM. 360,000 compounds, 1% hits;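 active = normalized GFP-positive differentiation at or above the plate's own cutoff, the solvent-only control mean plus 3 SD; inconclusive = no clear call, values can overlap the other calls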;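 note: cells exposed to compound for four days before flow analysis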
Myeloid diff MLP GFP+ MAC1+ %: recorded beside Myeloid diff MLP, whose call it bears; GFP+ MAC1+ double positive, %; measured here: differentiation confirmed by MAC1 staining
* = called active by the depositor; i = inactive; ? = inconclusive; . = not tested or not shown; + = active, no number; [ ] = remark or other dose. Cut-off read from the data, not from the text of the source, unless noted: active = inhibition above about 50%; inactive = the rest.

SMILES | KOR beta-arrestin-1 | SIAH1 antagonists | NOD1 inhibition | NOD2 inhibition | LYP phosphatase | Salmonella PhoP GFP | KOR beta-arrestin-2 | HIV fusion peptide | Myeloid diff MLP | Myeloid diff MLP GFP+ MAC1+ %
C/C(=N/OC(=O)c1ccc(Br)cc1)c1ccc(C)cc1 | 24% | -2% | 16% | -5% | -7% | 7% | -8.5% | -0.9% | i | 0.7
Cc1ccc(-c2nn(-c3ccccc3)cc2NC(=O)CCl)cc1 | -9% | 0% | . | . | 2% | -4% | 6.4% | 0.4% | i | 1.1
Cc1cccc(NC(=O)CCCn2cc([N+](=O)[O-])cn2)n1 | 12% | 0% | -19% | 7% | -9% | -4% | -4.4% | 3.2% | i | 0.3
CCOCCn1cnc2sc(C(=O)NCCCN3CCOCC3)c(C)c2c1=O | -11% | -3% | -15% | 13% | -10% | 3% | -3.1% | -0.2% | i | 2.5
COc1ccc(C2=NN(c3nc4ccccc4s3)C(=O)/C2=C\N(C)C)cc1 | -18% | -11% | 4% | 13% | 8% | 2% | -2.5% | 54% | i | 0.5
CCSc1ccccc1C(=O)Nc1nc2ccccc2c(=O)[nH]1 | -12%[20 µM] | 0% | -26% | 0% | 1% | 3% | -1.7% | 1.0% | i | 0.1
Cc1ccc(Oc2ccc(Cl)cc2NC(=O)c2ccc(F)cc2F)cc1 | 2% | 3% | 3% | 31% | 0% | -13% | -0.1% | 2.3% | i | 0.5
COc1ccc(Oc2nc(C)cc(C)c2S(C)(=O)=O)cc1 | 23% | -5% | 22% | 25% | -10% | 0% | -2.4% | -0.3% | i | 1.1
O=c1c2ccccc2c(C=Nc2ccc(O)cc2)c(O)n1-c1nccs1 | 10% | 0% | -1% | 6% | -5% | -3% | 2.6% | -2.1% | . | .
CC1=NN(c2ccccc2)C(=O)C1C(=O)c1ccc([N+](=O)[O-])cc1 (stereo not drawn) | -7% | 2% | -23% | 5% | -5% | 3% | -5.5% | -1.7% | i | 0.3
N#Cc1c(N)n(CCc2ccc(F)cc2)c2nc3ccccc3nc12 | 26% | -2% | -5% | -6% | -9% | 3% | -7.6% | -1.1% | i | 0.8
O=C(c1ccncc1)N1N=C(c2ccc(Br)cc2)CC1c1ccccc1O (stereo not drawn) | -38% | -2% | -26% | -1% | -4% | -7% | 0.5% | -1.4% | i | 2.0
COc1ccc(C(=O)/C=C/c2cn(CN3CCN(C)CC3)c3ccccc23)cc1 | -11% | 0% | -72% | -16% | 1% | -4% | -1.1% | 0.7% | i | 0.8
Cc1ccccc1CSc1nnc(-c2ccco2)n1Cc1ccco1 | -4% | 11% | -1% | 10% | -10% | 11% | 4.5% | 1.9% | + | 27*
CN(CCc1ccccc1)Cc1nc(-c2cnccn2)no1 | -4%[20 µM] | 11% | -19% | 6% | -6% | 5% | -8.7% | -0.7% | i | 0.5
CCc1nnc(NC(=O)Cc2cccs2)s1 | -20%[20 µM] | 7% | -36% | 7% | -6% | -11% | . | 7.6% | i | 0.7
CC(C)C(NC(=O)C1CCCCC1)C(=O)NC1=NCCS1 (stereo not drawn) | 0% | -2% | 5% | 12% | -7% | -8% | -3.9% | -1.6% | i | 1.1
O=C(Nc1cccc(NC(=O)c2ccc(F)cc2)c1)c1ccc(F)cc1 | -40%[20 µM] | 2% | 6% | 7% | -10% | -5% | . | 1.8% | i | 0.4
COc1ccc(CNC(=O)C2CCC(CNS(=O)(=O)c3ccc(C)cc3)CC2)cc1 (stereo not drawn) | 6% | 0% | -4% | 24% | -3% | 2% | -2.2% | 1.4% | i | 0.4
Cc1ccc2cc(C)c3nnc(SCc4ccc(C(=O)O)cc4)n3c2c1C | -13% | -6% | -2% | 28% | -3% | -6% | 5.6% | 2.4% | i | 0.2
Cn1c(=NC(=O)c2ccco2)sc2ccccc21 | -40%[20 µM] | 6% | -32% | -119% | -4% | 3% | -3.9% | 0.9% | i | 0.3
Clc1cccc(N2CCN(Cc3ccc(Br)o3)CC2)c1 | 12%[20 µM] | 4% | 16% | 10% | -3% | -5% | -4.0% | 0.9% | i | 0.4
CCN(CC)C(=O)CSc1nc2c(sc(=S)n2-c2ccccc2OC)c(=O)n1-c1ccccc1 | 21% | 1% | -4% | 22% | 0% | 28% | -5.0% | 1.2% | i | 0.7
CN(c1ccc(OCC(=O)OCC(=O)Nc2c(F)c(F)c(F)c(F)c2F)cc1)S(=O)(=O)c1ccc(F)cc1 | -14% | 4% | -32% | 2% | 1% | 19% | 0.0% | -0.2% | i | 0.7
O=C(NCc1nc(-c2ccccc2)no1)Nc1ccc(F)cc1 | -33%[20 µM] | -3% | -36% | 2% | -5% | -4% | 3.8% | 0.6% | i | 0.1

Structures from the list above containing bromine (three):
SMILES | KOR beta-arrestin-1 | SIAH1 antagonists | NOD1 inhibition | NOD2 inhibition | LYP phosphatase | Salmonella PhoP GFP | KOR beta-arrestin-2 | HIV fusion peptide | Myeloid diff MLP | Myeloid diff MLP GFP+ MAC1+ %
C/C(=N/OC(=O)c1ccc(Br)cc1)c1ccc(C)cc1 | 24% | -2% | 16% | -5% | -7% | 7% | -8.5% | -0.9% | i | 0.7
O=C(c1ccncc1)N1N=C(c2ccc(Br)cc2)CC1c1ccccc1O (stereo not drawn) | -38% | -2% | -26% | -1% | -4% | -7% | 0.5% | -1.4% | i | 2.0
Clc1cccc(N2CCN(Cc3ccc(Br)o3)CC2)c1 | 12%[20 µM] | 4% | 16% | 10% | -3% | -5% | -4.0% | 0.9% | i | 0.4

Next section:
SMILES | KOR beta-arrestin-1 | SIAH1 antagonists | NOD1 inhibition | NOD2 inhibition | LYP phosphatase | Salmonella PhoP GFP | KOR beta-arrestin-2 | HIV fusion peptide | Myeloid diff MLP | Myeloid diff MLP GFP+ MAC1+ %
Cc1nn(C)cc1C(C(=O)NC1CCCCC1)N(Cc1ccc(F)cc1)C(=O)c1cnccn1 (stereo not drawn) | -6% | 0% | -28% | 5% | -9% | 0% | -3.1% | 0.5% | i | 0.3
O=C(CCS(=O)(=O)c1ccc(Cl)cc1)Nc1ccccc1Br | -4% | 0% | -4% | 8% | -5% | 0% | 3.3% | 0.4% | i | 1.9
Cc1cc(C)c2oc(-c3ccc(C)c(NC(=S)NC(=O)c4cccs4)c3)nc2c1 | 13% | -2% | -86% | -51% | 2% | 8% | 1.4% | -1.6% | i | 0.5
Fc1cccc(NC(=S)NC2CCCCCCC2)c1 | -19% | -1% | -24% | -20% | 2% | -4% | 5.2% | 0.7% | i | 0.8
CCC1C(=O)NCCN1C(=O)c1cccc(OC2CCN(S(=O)(=O)N(C)C)CC2)c1 (stereo not drawn) | -51% | -2% | -34% | -4% | -9% | -4% | 0.2% | 2.8% | i | 2.6
CCC(=O)N=c1sc2ccccc2n1-c1ccccc1 | -48%[20 µM] | -4% | 7% | 15% | -4% | -4% | . | -0.4% | i | 0.5
O=C(CCn1c(=O)[nH]c2ccsc2c1=O)NCc1ccc(F)cc1 | 25% | 2% | -47% | 12% | -4% | 6% | -1.9% | 0.5% | i | 1.0
Cc1c(N2C(=O)CSC23C(=O)Nc2ccccc23)c(=O)n(-c2ccccc2)n1C (stereo not drawn) | -6% | -3% | -15% | 14% | -7% | -3% | 1.4% | -3.3% | i | 2.7
CCn1c(-c2ccsc2)nc2c1c(=O)[nH]c(=O)n2Cc1ccccc1 | 13% | 3% | -20% | 5% | -2% | -4% | -4.6% | -0.4% | i | 0.7
Cc1nn(C)c(C(=O)N/N=C/c2cccnc2)c1Cl | 20% | 13% | -12% | 9% | -3% | -3% | 0.6% | 1.0% | i | 1.1
Cc1ccc(-c2cn(-c3ccc(OC(F)F)cc3)c3[n+]2CCCCC3)cc1 | 3% | -3% | -7% | 20% | -11% | -9% | 5.2% | -0.9% | i | 1.5
O=C(Nc1cc(Cl)ccc1O)C1CC(c2ccccc2O)=NO1 (stereo not drawn) | 5% | 14% | -30% | 20% | -6% | 3% | -1.1% | 4.4% | i | 0.8
O=C(/C(=C(\[O-])c1ccccc1)[n+]1ccc2ccccc2c1)c1ccccc1 | -40% | -2% | -14% | 4% | -2% | 0% | 2.8% | 6.0% | + | 0.5*
CC(=O)Nc1cccc(C(=O)N/N=C/c2cccnc2)c1 | -8% | -2% | -24% | -4% | 1% | 9% | 0.9% | -0.7% | i | 0.7
N=c1sccn1CC(=O)NC(=O)NC1CCCC1 | 19% | -2% | -21% | 0% | -6% | 2% | 2.5% | 0.6% | i | 1.1
CCOC(=O)C1=C(C)N=C2SC(C)C(=O)N2C1c1ccc(OC(C)=O)c(OC)c1 (stereo not drawn) | 9% | 3% | -22% | 7% | -4% | -5% | -4.5% | -0.1% | i | 1.0
CCOc1ccc2oc(-c3ccccc3)c(C(=O)N3CCN(CCO)CC3)c2c1 | 8% | 0% | -11% | 8% | -13% | -4% | -2.5% | -0.4% | i | 0.9
CCOC(=O)C1CCCN(C(=O)CS(=O)(=O)Cc2ccccc2)C1 (stereo not drawn) | 6% | 2% | . | -6% | -10% | 3% | -5.2% | 0.9% | i | 3.3
CC(C)(C)N(NC(=O)Nc1ccccc1)C(=O)c1ccccc1 | -10% | 7% | 0% | 7% | -8% | -3% | 12% | 0.4% | i | 0.4
NC(=O)C1CCN(C(=O)c2ccc(Oc3cc(Cl)cc(Cl)c3)o2)CC1 | -1% | -4% | 9% | -10% | -7% | -5% | 3.9% | -0.9% | i | 0.5
COc1cc2nc(N(CCN(C)C)C(=O)c3ccc(S(=O)(=O)N(C)CC4CCCO4)cc3)sc2cc1OC (stereo not drawn) | 4% | 1% | -7% | -10% | -8% | -2% | 16% | -2.0% | ? | .
COc1ccccc1C(=O)Nc1c[nH]c(=O)[nH]c1=O | 5% | 3% | -31% | -7% | 0% | -2% | 2.3% | 0.4% | i | 0.3
COc1cccc(CNC2CCCCCCC2)c1OC | -30%[20 µM] | 6% | -26% | 8% | -9% | -3% | 0.4% | 0.3% | i | 0.5
O=C(CN(c1ccccn1)S(=O)(=O)c1ccccc1)Nc1ccccc1 | -10% | 6% | -40% | 14% | 0% | -2% | -3.2% | -1.6% | i | 0.1
O=C(c1cnsn1)N1CCC(CO)(Cc2ccc(Cl)cc2)CC1 | 0% | -1% | -10% | 7% | 4% | 3% | -2.9% | 1.2% | i | 0.5
CCCn1nnc(NC(=O)c2ccc(OCC)c(Cl)c2)n1 | -95% | -7% | -2% | -8% | 0% | -3% | 4.0% | -3.4% | i | 0.9
COc1ccc(/C=C(\C#N)C(=O)NCc2cccs2)cc1OC | -7% | 1% | -12% | 10% | -1% | -10% | 0.1% | 0.5% | i | 1.1
COc1ccccc1-n1cnnc1SCC(=O)N1CC(=O)Nc2ccccc21 | 4% | -4% | -11% | 14% | -7% | 4% | 1.7% | -1.2% | i | 0.5
O=C1[C@@H]2[C@@H]3C[C@@H]([C@H]4ON=C(c5ccc(Cl)cc5)[C@@H]34)[C@@H]2C(=O)N1c1ccc2c(c1)OCO2 | -10% | 6% | -23% | -8% | -8% | -7% | 2.5% | 2.8% | i | 0.5

This is a subset. The share of hits here may be higher or lower than overall.
